TLR9-MyD88 inh: TLR9-MyD88 interaction inhibition; CHO BLA complementation TLR9-MyD88, CCF4 FRET ratio; inhibition, % at 4.98 µM; 340,000 tested, 0.21% active; AID 504734;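 active = inhibition above the mean over all tested compounds plus 3 SD, cut at about 21% in these data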;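 also: 0% = DMSO only wells and 100% = clavulanate BLA inhibitor control wells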
NCOA3 inh: human NCOA3 inhibition; Q9Y6Q9; 360,000 tested, 0.17% active; HEK293 GAL4-SRC3 luciferase reporter, luminescence; inhibition, % at 3.6 µM;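 active = inhibition above a per-campaign cutoff, the mean of all compounds plus 3 SD, cut at about 60% in these data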;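 also: 0% = DMSO-treated cells and 100% = gossypol-treated cells at 36 µM; higher means less SRC3-driven luciferase light from the GAL4 reporter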
TROY signal inh: TROY signaling inhibition; Q293 LMP1-TROYcd NF-kB luciferase reporter, 4 h; inhibition, % at 10 µM; 360,000 tested, 0.98% active;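 active = compounds whose plate-normalised and pattern-corrected inhibition of the luciferase reporter signal at the single screening dose is 50% or more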
LMP1 NFkB inh: inhibitors of Epstein-Barr LMP1-induced NF-kappaB reporter; LMP1-induced NF-kappaB luciferase reporter cells, luminescence; inhibition, % at 12.5 µM; 350,000 tested, 0.69% active; in the data active = inhibition above about 41%;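 also: 0% = neutral control wells and 100% = reference inhibitor control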
TRAIL sens C8: caspase-8 TRAIL sensitization; NB7+C8 cells + TRAIL, ATPlite viability luminescence; 360,000 tested, 1% active; inhibition (viability loss, TRAIL sensitization), % at 10 µM;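 active = compounds causing at least 50% loss of cell viability in the single-dose screen, relative to plate controls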
NCOA2 inhibitor: inhibits human steroid receptor coactivator 2. 370,000 tested, 0.17% active. inhibition, % at 9 µM. AID 651957. HEK293 GAL4-SRC2 luciferase reporter, luminescence;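 active = inhibition above the mean inhibition of all tested compounds plus 3 SD, set per campaign, cut at about 52% in these data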;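 also: 0% = DMSO treated cells and 100% = cells given Gossypol at 36 µM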
NCOA1 inh: human NCOA1 inhibition | Q15788 | 360,000 tested, 0.12% active | AID 588354 | inhibition, % at 3.6 µM | HEK293 GAL4-SRC1 luciferase reporter, luminescence;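 active = inhibition above the campaign mean plus 3 SD, with each screening campaign given its own cutoff, cut at about 60% in these data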;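 also: 0% = DMSO treated cells and 100% = gossypol at 36 µM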
LRH-1 inv ag: NR5A2 inverse agonism in reporter assay. O00482. HEK293T StAR-luciferase reporter, LRH-1 transfected, 24 h. inhibition, % at 3.6 µM. 360,000 tested, 0.13% active;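 active = inhibition above the mean inhibition of all tested compounds plus 3 SD, cut at about 73% in these data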;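 also: 0% = DMSO wells and 100% = reporter-only cells lacking LRH-1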
TWEAK-Fn14 inh: inhibitors of TWEAK-Fn14 interaction signaling; TWEAK-stimulated Fn14 reporter cells, luciferase luminescence, 8 h; inhibition, % at 10 µM; 360,000 tested, 2% active; in the data active = inhibition above about 50%
COUP-TFII inh: NR2F2 (human) inhibition, primary screen; AID 686940; P24468; HEK293T NGFI-A luciferase reporter, luminescence; 370,000 tested, 0.7% active; inhibition, % at 8.6 µM;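 active = inhibition above a per-plate cutoff, mean inhibition of test wells between control levels plus 3 SD, cut at about 38% in these data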;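 also: cells cotransfected with COUP-TFII expression vector driving the NGFI-A reporter; 0% = median of COUP-TF2 test wells and 100% = reporter-only cells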
Target sequence (P24468 whole entry, looked up): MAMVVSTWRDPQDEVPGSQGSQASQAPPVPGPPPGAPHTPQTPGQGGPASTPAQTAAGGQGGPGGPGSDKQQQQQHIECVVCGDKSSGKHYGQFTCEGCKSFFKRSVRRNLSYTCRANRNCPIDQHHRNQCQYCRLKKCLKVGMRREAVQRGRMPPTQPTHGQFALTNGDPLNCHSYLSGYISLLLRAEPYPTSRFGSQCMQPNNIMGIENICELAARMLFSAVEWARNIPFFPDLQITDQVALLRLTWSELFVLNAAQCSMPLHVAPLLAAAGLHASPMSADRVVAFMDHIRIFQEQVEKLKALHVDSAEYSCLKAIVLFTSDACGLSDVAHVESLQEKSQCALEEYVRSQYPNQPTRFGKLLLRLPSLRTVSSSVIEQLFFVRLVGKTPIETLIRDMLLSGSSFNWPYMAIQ
NOD2 RIPK2 PPI: blocks binding of human NOD2 to RIPK2; O43353; CHO BLA complementation NOD2-RIPK2, CCF4 ratio; inhibition, % at 4.98 µM; 360,000 tested, 0.38% active; in the data active = inhibition above about 21%;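 also: 0% = vehicle only and 100% = reference blocker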
Target sequence (O43353 whole entry, looked up): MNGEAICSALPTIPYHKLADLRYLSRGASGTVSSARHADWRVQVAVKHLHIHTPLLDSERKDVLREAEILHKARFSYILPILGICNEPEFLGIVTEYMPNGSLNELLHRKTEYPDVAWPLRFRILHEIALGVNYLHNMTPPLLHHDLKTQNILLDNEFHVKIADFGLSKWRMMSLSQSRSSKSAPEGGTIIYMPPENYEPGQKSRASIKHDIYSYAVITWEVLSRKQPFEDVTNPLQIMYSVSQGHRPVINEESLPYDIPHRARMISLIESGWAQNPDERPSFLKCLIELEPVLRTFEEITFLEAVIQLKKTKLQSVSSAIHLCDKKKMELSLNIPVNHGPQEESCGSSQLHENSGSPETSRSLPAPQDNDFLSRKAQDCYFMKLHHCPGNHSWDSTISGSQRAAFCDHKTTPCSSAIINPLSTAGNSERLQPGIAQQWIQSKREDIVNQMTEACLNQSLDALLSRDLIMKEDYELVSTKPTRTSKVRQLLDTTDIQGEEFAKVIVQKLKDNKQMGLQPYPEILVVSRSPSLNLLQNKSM
An asterisk follows results filed as active; x = not tested or not shown. This is a subset (hit frequency here may not be typical).

The opening 3 compounds, to show the layout:
SMILES	TLR9-MyD88 inh	NCOA3 inh	TROY signal inh	LMP1 NFkB inh	TRAIL sens C8	NCOA2 inhibitor	NCOA1 inh	LRH-1 inv ag	TWEAK-Fn14 inh	COUP-TFII inh	NOD2 RIPK2 PPI
CCN(CC(=O)Nc1c(F)cccc1F)C(=O)CCNS(=O)(=O)c1ccccc1C(F)(F)F	3	5	-11	1	-23	10	12	12	6	-8	-14
COc1ccc(-n2ncc3c2CC(C)(C)CC3NC(=O)CN2CCOC2=O)cc1 (centres undefined)	3	18	-1	1	0	2	3	1	-12	-2	3
CCN1CCN(C(=O)CCCn2c(C)c3cnn(-c4ccccc4)c(=O)c3c2C)CC1	-4	0	0	2	14	3	-53	-8	-34	-1	2

This part in full, from the start:
SMILES	TLR9-MyD88 inh	NCOA3 inh	TROY signal inh	LMP1 NFkB inh	TRAIL sens C8	NCOA2 inhibitor	NCOA1 inh	LRH-1 inv ag	TWEAK-Fn14 inh	COUP-TFII inh	NOD2 RIPK2 PPI
CCN(CC(=O)Nc1c(F)cccc1F)C(=O)CCNS(=O)(=O)c1ccccc1C(F)(F)F	3	5	-11	1	-23	10	12	12	6	-8	-14
COc1ccc(-n2ncc3c2CC(C)(C)CC3NC(=O)CN2CCOC2=O)cc1 (centres undefined)	3	18	-1	1	0	2	3	1	-12	-2	3
CCN1CCN(C(=O)CCCn2c(C)c3cnn(-c4ccccc4)c(=O)c3c2C)CC1	-4	0	0	2	14	3	-53	-8	-34	-1	2
CCOC(=O)N/N=C\c1ccc([N+](=O)[O-])o1	1	-14	11	4	3	-25	1	-14	6	-6	1
Cc1c(C2OC(=O)C3(CCCCC3)C(=O)C2(C)C)c(=O)n(-c2ccccc2)n1C (centres undefined)	0	14	12	3	-11	-5	17	6	9	-1	-5
CC(C)(C)C1CCC(=O)C(C2(O)C(=O)Nc3ccccc32)C1 (centres undefined)	3	11	5	-5	-4	0	-7	6	-9	-15	-13
Cn1c(=O)oc2cc(S(=O)(=O)N3CCN(c4ccccc4F)CC3)ccc21	-10	6	4	2	-8	-37	5	-4	11	14	-3
CCOC(=O)c1c(NC(=O)C(Sc2ccccc2)c2ccccc2)sc(C(=O)N(C)C)c1C (centres undefined)	-8	13	21	7	1	7	8	4	38	4	-5
c1ccc2c(c1)nnn2Cn1nnc2ccccc21	-5	-7	-34	-2	9	-2	0	-23	7	6	0
CCn1c(COc2ccccc2C)nnc1SCC(=O)N1CCCCC1	-6	2	-6	8	-15	21	3	-2	-17	3	-6
COc1ccccc1OCCn1cc(/C=C(\C#N)C(=O)NCc2ccco2)c2ccccc21	6	16	12	5	-16	-15	14	-1	-10	-1	-6
O=C(Nc1ccc(S(=O)(=O)N2CCOCC2)cc1)c1ccc(Cl)s1	6	-11	4	0	15	-9	-3	-17	-11	7	-5
CCn1ncc(C2=NOC(C(=O)Nc3ccc(C)cc3)C2)c1C (centres undefined)	-3	2	16	-2	15	19	11	18	11	13	-3
N#C/C(C(=O)NCc1ccco1)=C1/SC(Cc2ccc(Cl)cc2)C(=O)N1c1ccccc1 (centres undefined)	-5	-12	-19	-6	15	2	10	7	26	-4	-5
CCc1ccc(NC(=O)CSc2nnc(Cc3cccn3C)n2-c2ccc(F)cc2)cc1	8	-3	8	-23	11	1	-9	-3	39	-5	12
CCOc1ccc(C2C3=C(CCCC3=O)Nc3ccc4ncccc4c32)cc1 (centres undefined)	-4	11	4	6	7	-19	-9	12	23	-11	16
Cc1nnc(Nc2ccccc2)n(N)c1=O	6	6	-10	2	1	-7	4	2	-1	8	5
COc1ccccc1CCC(=O)N1CCN(C(=O)c2ccccc2)CC1	-8	-6	-17	1	3	-6	-32	2	-31	8	4
CC1(c2ccccc2Br)NC(=O)N(CC(=O)N2CCc3ccccc3C2)C1=O (centres undefined)	-3	5	-6	1	-4	-15	-4	-2	10	0	12
COc1ccc(C(=O)N2CCC(C(=O)Nc3ccc4c(c3)OCCO4)CC2)cc1	4	28	48	20	19	28	14	3	79*	-17	-7
CC(C)(C)c1ccc(S(=O)(=O)CCc2ccccn2)cc1	-6	-64	x	-20	-6	-9	-30	-87	-2	-27	-10
Cc1ccc(S(=O)(=O)NC(=O)C2(C)CCN2C(=O)c2ccccc2)cc1 (centres undefined)	x	-13	0	x	-12	-4	13	-25	13	-5	11
CCS(=O)(=O)c1nc(S(=O)(=O)c2ccc(Cl)cc2)c(N2CCC(C(N)=O)CC2)s1	4	-21	-7	6	6	-6	-1	-2	4	6	10
O=C(c1ccc2c(c1)[nH]c(=S)n1c3ccccc3nc21)N1CCN(c2ncccn2)CC1	-7	-11	-1	0	29	-4	1	-13	9	-3	3
Cn1c(CCN2CCN(c3ccccn3)CC2)nc2cc(NC(=O)COc3ccc([N+](=O)[O-])cc3)ccc21	-4	18	-22	18	12	0	10	14	-15	-19	2
CC(C)NC(=O)N1CCN(c2ccncc2S(=O)(=O)N2CCOCC2)CC1	-4	-21	-36	2	-4	-23	-8	3	2	9	-9
Cc1nc(SCC(=O)Nc2sccc2C(N)=O)c2c(C)c(C)sc2n1	-5	-3	37	-6	6	20	8	11	9	20	3
CC1=CC(C)C2C(=O)N(CCC[N+](C)(C)C)C(=O)C2C1 (centres undefined)	-7	-15	9	-5	-11	-3	-1	1	-11	-22	-10
Cc1cccc2cc3c(N)c(C(=O)N4CCOCC4)sc3nc12	-6	-41	-14	-24	2	-31	-22	2	-9	-13	-9
NC(=O)C1CC(=O)N(c2ccc(OCc3c(Cl)cccc3Cl)cc2)C1 (centres undefined)	-6	7	-7	8	-6	-24	-20	7	6	-16	1
COc1cc(-c2noc(C)c2C(=O)NCc2ccc(C)o2)cc(OC)c1OC	0	0	5	-5	-1	-56	-7	6	-3	2	-3
O=C(Nc1ccncc1)C1CC(=O)N(c2ccccc2)C1 (centres undefined)	-5	-1	-21	-1	-4	-3	-6	1	3	12	0
CCC(CC)C(=O)Nc1cc([N+](=O)[O-])ccc1F	-9	7	2	-6	0	-4	-5	-1	-7	21	-8
O=C(NNC(=O)c1cc2ccccc2oc1=O)c1ccccc1[N+](=O)[O-]	-5	5	-27	-15	-19	-52	-56	4	-4	4	-13
Nn1c(Cc2cccc3ccccc23)nnc1SCC(=O)N1CC(=O)Nc2ccccc21	-10	7	5	10	-12	18	-13	-8	19	6	2
COc1nc2ccccc2nc1OC	-1	9	-1	2	-13	-22	10	-10	-23	9	-13
Cc1nn(CCCC(=O)NC2CCC(C)CC2)c(=O)c2nn(-c3ccccc3)c(C)c12 (centres undefined)	6	3	-8	6	-16	0	-1	3	-7	-5	-2
CCN(CC(=O)NCc1ccc(Cl)cc1)C(=O)CCc1ccccc1	5	-6	14	-6	5	0	-4	2	12	-10	3
COc1cccc(OC)c1C(=O)Nc1nnc(-c2ccc(F)cc2)s1	5	1	7	0	-5	3	-2	6	-24	-20	-6
CCOc1ccc(S(=O)(=O)N2CCOCC2)cc1NC(=O)CN1C(=O)NC2(CCCCC2)C1=O	-4	-7	-8	-6	-4	23	-5	-35	4	14	12
Cc1ccc(OCC(=O)N/N=C2/SCC(=O)N2Cc2ccco2)cc1	-13	10	3	-15	-4	2	0	-7	-10	1	6
Cc1cc(Cl)ccc1OCC(=O)NC(=S)Nc1ccccc1N1CCOCC1	-11	8	-1	7	12	6	-11	-12	-4	-4	10
Cc1ccc(NC(=O)C2CCCCC2C(=O)O)cc1Cl (centres undefined)	7	-3	1	-12	4	-30	-26	-14	-19	7	-3
CCC(=O)c1cn(CC(=O)NCc2cccnc2)c2ccccc12	-6	9	-6	-4	14	1	-9	-10	-8	0	-9
O=c1c(-c2ccc(F)cc2)coc2cc(O)ccc12	-1	-90	-34	-15	-12	-26	-61	-136	2	-43	2
COc1cccc(-c2nnn(CC(=O)N(CC(C)C)C3CCS(=O)(=O)C3)n2)c1 (centres undefined)	-10	-16	4	-5	-18	-14	14	-1	-1	3	-9
COc1ccc(S(=O)(=O)N(C)C[C@H]2Oc3c(NC(=O)NC(C)C)cccc3C(=O)N([C@H](C)CO)C[C@@H]2C)cc1	-4	6	-9	5	5	-18	9	-1	4	9	-1
COc1cc2[nH]c(=O)n(CCC(=O)N3CC=C(c4ccccc4)CC3)c(=O)c2cc1OC	-5	13	0	-19	-13	-8	1	2	-1	-2	4
Cc1ccc(N(C)S(=O)(=O)c2cccc(C(=O)N3CCN(Cc4ccccc4)CC3)c2)cc1	6	21	20	-2	13	-19	-4	4	-30	12	7
COc1ccc(CCC(C)NCc2ccc(Cl)c(Cl)c2)cc1 (centres undefined)	0	-18	2	0	15	-23	0	4	12	-5	0
CC1Cc2ccccc2N1C(=O)NC1CC(=O)N(c2ccc3c(c2)OCCO3)C1 (centres undefined)	-4	4	14	-1	-3	-3	-13	6	-5	8	-13
Cc1ccc(S(=O)(=O)c2nc(N3CCOCC3)sc2Cl)cc1	-20	-5	7	-15	-7	-5	-10	12	-5	-12	-1
CNc1nc(N)c([N+](=O)[O-])c(NCC2CCCO2)n1 (centres undefined)	-13	4	-7	2	6	-16	7	11	-15	-6	-12
CC1CCN(C(=O)c2ccc(NS(=O)(=O)c3cccs3)cc2)CC1	-1	-8	2	0	-5	6	-3	-10	8	-3	1
C=CCn1c(=N)c(C(=O)NCCCOC)cc2c(=O)n3cccc(C)c3nc21	-5	0	x	-7	-3	0	-3	4	16	4	-2
O=C(CN1CCN(C2CCCCC2)CC1)Nc1ccc(Br)cc1	11	10	2	-8	-5	-38	3	8	-7	-8	5
CCOC(=O)c1c(C)[nH]c(C(=O)CN2C(=O)NC(C)(C)C2=O)c1C	5	10	-29	3	-10	0	9	-10	8	8	4
CCOC(=O)c1cc2c(=O)n3ccccc3nc2n(Cc2ccccc2)c1=N	2	-61	2	-3	12	-17	-17	-12	-3	1	-15
CCN(CC)C(=O)CN1C(=O)NC2(CCc3ccccc3C2)C1=O (centres undefined)	-1	0	2	-6	-5	4	-16	-12	12	7	-5
N=C1/C(=C\c2ccc(-c3cc(Cl)cc(Cl)c3)o2)C(=O)N=C2SC=C(c3ccccc3)N12	-10	10	-3	-4	3	-7	-12	1	-11	-37	-18

Additional results
SMILES	TLR9-MyD88 inh	NCOA3 inh	TROY signal inh	LMP1 NFkB inh	TRAIL sens C8	NCOA2 inhibitor	NCOA1 inh	LRH-1 inv ag	TWEAK-Fn14 inh	COUP-TFII inh	NOD2 RIPK2 PPI
CC(=O)c1sc(NC(=O)CCS(=O)(=O)c2ccc(C)cc2)nc1C	-5	9	-15	4	-20	-10	-30	-13	3	-23	-13
Cc1ccc(OCc2cc(C(=O)N3CCCC(O)C3)no2)cn1 (centres undefined)	-7	-13	-32	0	1	-28	-17	-15	10	-30	1
Cc1cccc2sc(N3CCN(C(=O)C4COc5ccccc5O4)CC3)nc12 (centres undefined)	-1	-5	32	-6	-14	-6	0	-2	1	9	2
CCOC(=O)C1CCCN(C(=O)c2ccc([N+](=O)[O-])c(C)c2)C1 (centres undefined)	-1	-12	1	-1	2	-39	2	7	-20	8	-2
COc1cc(C(O)P(=O)(OC(C)C)c2ccc(N(C)C)cc2)cc(OC)c1OC (centres undefined)	-7	15	-6	11	-18	-6	-22	3	-4	4	8
CS(=O)(=O)N(CC(=O)N1CCCC1)c1ccc(OCc2ccccc2)cc1	-3	0	23	13	-2	10	-20	10	9	17	-11
CCC(CC)c1nnc(NC(=O)CCc2ccc(OC)cc2)s1	7	1	5	8	-7	-4	-3	-9	4	-2	7
